NCI-60 one-dose screen, 48 h, at 10 µM unless noted. Numbers give growth in % (100 = growth as untreated, 0 = no growth, -100 = all killed).
SF-268 – SF-268 CNS cancer cells | actives 3.1% (n = 82,000) | AID 1794759
U251 – U251 CNS tumor cells | actives 5.4% (n = 80,000)
TK-10 – TK-10 renal cancer cells | actives 3.9% (n = 81,000) | AID 1794769
SN12C – SN12C renal cancer cells. actives 3.8% (n = 81,000). AID 1794767
UO-31 – UO-31 renal cancer; actives 5.2% (n = 81,000); AID 1794768
786-0 – 786-0 renal cancer cells | actives 5.1% (n = 81,000)
CAKI-1 – CAKI-1 renal cancer | actives 4.7% (n = 75,000)
SF-295 – SF-295 CNS cancer cells; AID 1794758; actives 5.6% (n = 79,000)
An asterisk follows results filed as active; x = not tested or not shown; & = joins results of further samples; [ ] = another dose, or the depositor's remark. Rule for the calls: active = growth percent below 10; inactive = the rest.

SMILES	SF-268	U251	TK-10	SN12C	UO-31	786-0	CAKI-1	SF-295
Nc1ccc(C(=NNc2ccc([N+](=O)[O-])cn2)c2ccc(N)cc2)cc1	99	94	104	96	67	112	80	102
CCOC(=O)c1ccc(Nc2sc(C(=O)c3cccc([N+](=O)[O-])c3)c(N)c2C#N)cc1	44	12	74	53	31	25	-18*	-44*
CC(=O)c1cc(-c2ccc3ccccc3c2)nc2ccccc12	83	107	108	112	105	96	104	100
COc1cc(-c2nn3c(/C=C4/C(=O)Nc5ccccc54)c(-c4ccc(C)cc4)nc3s2)cc(OC)c1OC	16	65	-19*	73	73	71	65	74
CC(=O)c1ccc(N2C(=O)c3ccc(Oc4ccccc4)cc3C2=O)cc1	100	108	105	98	92	108	101	81
C=C(C)[C@@H]1CC[C@]2(C(=O)OC)CC[C@]3(C)[C@H](CC[C@@H]4[C@@]5(C)C/C(=C/c6ccco6)C(=O)NC(C)(C)[C@@H]5CC[C@]43C)[C@@H]12	97	94	98	95	77	95	79	102
CCOC(=O)/C(C#N)=C/c1ccccc1OC	122	102	x	99	97	106	100	99
O=C(O)CCCn1c2c(sc3ccccc32)c(=O)n2nnc(-c3ccccc3)c12	91	95	98	89	69	x	60	93
COc1ccc(/C=N/NC(=O)Cn2nc(Cc3ccc([N+](=O)[O-])cc3)c3onc(C)c3c2=O)cc1	74	93	104	84	48	45	65	75
COc1ccc(NS(=O)(=O)c2ccc(C)cc2)c([N+](=O)[O-])c1	101	93	100	88	86	107	98	110
O=C(C(=O)N1CCCCC1)c1cn(CCCn2cc(C(=O)C(=O)N3CCCCC3)c3ccccc32)c2ccccc12	104	104	98	98	82	104	103	107
NC(=O)C(=Cn1c(=S)[nH]c2ccccc21)C(N)=O	94	98	103	110	86	108	99	101
CCC(=O)Nc1nnc(Cc2ccc(OC)c(OC)c2)s1	-14*	-53*	-38*	2.8*	20	9.2*	-34*	-79*
CC(C)(C#N)c1cc(F)cc(C(=O)Nc2cc(Nc3ncccc3-c3ncnc4nc[nH]c34)ccc2F)c1	61	41	49	57	13	63	x	46
CS(=O)(=O)c1cc(=O)[nH]c(=O)[nH]1	105	92	106	100	94	100	100	101
Cc1ccnc(NC(=O)OC(C)C)c1	102	93	100	106	90	104	88	101
CCOC(=O)NN1CC(O)=C(c2nc(-c3ccc(Br)cc3)cs2)C1=N	108	113	116	161	87	111	93	91
COC(=O)c1[nH]nc2c1C1(C(=O)Nc3ccc([N+](=O)[O-])cc31)C(C#N)=C(N)O2 (stereo not given)	101	106	99	91	85	104	94	97
Cc1cc(-c2ccc(N=Nc3c(S(=O)(=O)O)cc4cc(S(=O)(=O)O)cc(O)c4c3O)c(C)c2)ccc1N=Nc1cc(S(=O)(=O)O)c2ccccc2c1O	101	106	107	112	76	111	109	138
O=C(c1ccco1)C(O)c1ccco1 (stereo not given)	105	118	149	116	91	124	124	112
C/C(=N\NC(=O)c1sc(=S)n(C)c1N)c1ccc[nH]1	101	93	116	97	104	104	91	102
O=C(Nc1ccccc1)Nc1ccc2cc3ccc(NC(=O)Nc4ccccc4)cc3nc2c1	-22*	-39*	114	-26*	90	26	80	18
CC1=C(C)C[C@]2(Cc3ccc(C)cc3C2=O)S(=O)C1 (stereo not given in full)	101	65	103	76	62	100	92	70
O=C1/C(=C/c2ccc([N+](=O)[O-])o2)Oc2ccc(Cl)cc21	-52*	50	-60*	-42*	-86*	-54*	3.7*	103
COc1ccc(NC(=O)c2ccc3c(c2)nc(-c2ccc(Cl)cc2)n3-c2cc(C(C)(C)C)[nH]n2)cc1	76	83	76	86	62	88	61	68
N#Cc1cnn(-c2cc(Cl)ccc2Cl)c1N	106	95	98	95	96	100	101	x
C#CC1(N(C)C)CCC2C3CCc4cc(OC)ccc4C3CCC21C (stereo not given)	101	115	80	92	100	106	89	123
O=C(NCc1ccc(Cl)cc1Cl)C1CSC2c3ccccc3C(=O)N12 (stereo not given)	98	95	103	98	84	90	101	96
NNC(=O)C[n+]1ccccc1	107	109	103	109	58	102	102	101
O=C1C(OCCOc2ccccc2)=C(OCCOc2ccccc2)C(=O)c2ccccc21	77	19	116	52	47	100	x	x
CCCCC1COc2cccc3c2N1C=C/C3=C\C(=O)N(C)c1ccc(C(F)(F)F)cc1 (stereo not given)	95	89	99	97	86	97	70	98
O=C(Nc1ccc(C2=NCCN2)cc1)c1cccc(NC(=S)Nc2ccc(C3=NCCN3)cc2)c1	110	89	95	83	80	103	x	83
CN(C)c1nc(NCCNS(=O)(=O)c2ccc(C3=Nc4c(N)nc(N)nc4NC(c4ccc(C(F)(F)F)cc4)C3)cc2)nc(N2CCOCC2)n1 (stereo not given)	39	27	69	48	74	20	37	46
N#Cc1nc(-c2cccc([N+](=O)[O-])c2)cc(-c2ccc(Nc3nc(N4CCCCC4)nc(N4CCCCC4)n3)cc2)c1N	105	103	119	99	90	107	99	102
CC(=O)Nc1ccc(C=O)cc1	105&105	98&103	114&110	95&106	91	109	100&114	103&118
NC(=S)N/N=C/c1ccc2c(n1)C(=O)C(Oc1ccc(F)c(F)c1)=CC2=O	93	91	98	93	85	99	97	101
CCCCN(CCCC)CC(C)(O)c1cc(-c2ccc(Cl)cc2)nc2c(C)cc(C)cc12 (stereo not given)	106	96	131	99	69	101	79	x
ClC(c1ccccc1)C(Cl)c1ccccc1 (stereo not given)	109	103	107	102	87	96	105	127
COc1ccc(-c2nc(SCC(C)C)nc(NCCO)c2C#N)cc1	95	93	95	90	73	96	x	91
FC(F)(F)c1cc(-c2nnc3n2NC(=NC2CCCC2)CS3)cc(C(F)(F)F)c1	118	107	125	102	99	x	94	94
O=C(Nc1nc(-c2ccc(Br)cc2)cs1)c1ccc(Cc2n[nH]c(=O)c3cccnc23)cc1	95	93	100	86	53	95	80	82
CN(CCC(=O)c1ccc(-c2ccccc2)cc1)Cc1ccccc1	104	102	95	106	86	106	95	107
O=c1c2sc3nc4c(cc3c2nnn1-c1ccccc1Cl)C(O)CCC4 (stereo not given)	101	88	89	92	92	96	100	98
C/C=C(\C)C(C(=O)NC1CCCCC1)N(C(=O)C1CCc2cc(F)ccc2O1)c1ccc(F)cc1F (stereo not given)	98	105	95	96	97	100	94	85
Nc1ncc(-c2ccc(NS(=O)(=O)c3ccccc3)cc2)[nH]1	94	94	91	98	77	105	86	103
N/C(=N\O)c1ccncc1	98	106	96	106	88	100	x	95
CC1CC(C)C(C)C(CO)C1 (stereo not given)	103	108	116	106	83	100	96	109
COc1ccc2[nH]c(=O)c(CSc3ccccc3Nc3nccc(-c4ccc(Cl)cc4)n3)cc2c1	55	38	90	-2.7*	46	43	-1.6*	33
COC(=O)c1ccc2[nH]c(O)c(C(=Nc3ccc(N(C)C(=O)CN4CCN(C)CC4)cc3)c3ccc(CCO)cc3)c2c1	30	31	65	28	72	44	33	93
Cc1nc(Nc2ccc(NC(=O)Nc3ccc(Cl)cc3)cc2)c2ccccc2n1	107	99	105	109	96	104	101	100
CC1=C2C3OC(=O)C(C)C3CCC2(C)C=C(Cl)C1=O (stereo not given)	105	x	104	90	82	106	103	102
c1ccc(CC[n+]2ccccc2)cc1	105	104	111	94	72	94	83	109
CCCN(CCC)/N=C/c1c2c(O)c3c(O)c(C)c4c(c3c1O)C(=O)C(C)(O/C=C/C(OC)C(C)C(OC(C)=O)C(C)C(O)C(C)C(O)C(C)/C=C/C=C(C)C(=O)N2)O4 (stereo not given)	84	54	82	83	71	101	67	74
Cc1cc2c(c(C)c1Cl)C(=O)/C(=C/c1ccccc1)O2	96	92	132	94	66	105	91	97
Cc1nc2sc(C(=O)Nc3cccc(Cl)c3)c(N)c2cc1C(=O)c1ccc(C(F)(F)F)cc1	92	72	92	88	93	77	80	62
OC(c1ccccc1)C(NC(Cc1ccccc1)c1ccccc1)c1ccccc1 (stereo not given)	87	86	92	87	72	81	77	93
Cc1ccc(O)c(NC(=O)Cc2ccc(Nc3ccnc(C(F)(F)F)c3)cc2)c1	78	89	137	63	39	98	98	65
C=CCN1C=CC(=O)[C@H](O)[C@@H]1/C=C/c1ccccc1	97[100 µM]	96[100 µM]	104[100 µM]	103[100 µM]	81[100 µM]	105[100 µM]	75[100 µM]	100[100 µM]
COc1cc(-c2nc(C(=O)NCC(=O)NO)nn2-c2ccc(Cl)cc2)cc(OC)c1OC	104	96	97	x	83	101	89	107
Cc1nn(-c2ccccc2)c(-n2ccnc2)c1/C=N/Nc1nc(-c2ccc(-c3ccccc3)cc2)cs1	81	74	87	73	74	110	77	83

(cont.)
SMILES	SF-268	U251	TK-10	SN12C	UO-31	786-0	CAKI-1	SF-295
NS(=O)(=O)c1ccc(-n2cc(-c3cccc(NC(=O)c4cc(C(F)(F)F)cc(C(F)(F)F)c4)c3)nn2)cc1	45	12	73	75	102	44	75	31
O=[N+]([O-])c1ccc(N2CCN=N2)cc1	86	88	85	89	64	85	79	97
O=[N+]([O-])c1ccc(O)c(C2CCCCC2)c1	91	82	74	75	60	107	92	82
COc1ccc(Cn2cc3c(c2)-c2[nH]c(=O)ncc2CC3)cc1	102	101	133	96	94	85	85	109
c1cc(N2CCOCC2)nc(NCCNc2nc(N3CCOCC3)nc(N3CCOCC3)n2)n1	102	96	101	101	80	96	102	103
Cc1ccc(C(=O)NCCCNc2nc(Nc3ccc(N4CCN(C)CC4)cc3)nc3ccsc23)cc1	60	19	87	73	57	-12*	54	45
Brc1ccc(C=Nc2ccc(Nc3ncnc4sc5c(c34)CCN(Cc3ccccc3)C5)cc2)cc1	95	97	148	79	65	103	73	91
Cc1ccc(-c2noc(-c3ccc4c(c3)OCCO4)n2)cc1	102	94	88	89	77	92	79	93
CCCCCCCCCCCCCCCCCC(=O)Nc1ccc(C)cc1NC(=O)CCCCCCCCCCCCCCCCC	91	95	112	100	83	98	92	103
COc1cc(C=O)ccc1OC1OC(COC(C)=O)C(OC(C)=O)C(OC(C)=O)C1OC(C)=O (stereo not given)	99	94	107	98	93	105	99	102
CC(=O)OC[C@]12CC[C@@H](C)[C@H](C)[C@H]1C1=CC[C@@H]3[C@@]4(C)CCCNC(C)(C)[C@@H]4CC[C@@]3(C)[C@]1(C)CC2	77	70	85	76	55	78	67	74

In a second layout: entries from further up.
Sequence of screens: SF-268	U251	TK-10	SN12C	UO-31	786-0	CAKI-1	SF-295
> COc1ccc(Cn2cc3c(c2)-c2[nH]c(=O)ncc2CC3)cc1
→ 102	101	133	96	94	85	85	109
> c1cc(N2CCOCC2)nc(NCCNc2nc(N3CCOCC3)nc(N3CCOCC3)n2)n1
→ 102	96	101	101	80	96	102	103
> Cc1ccc(C(=O)NCCCNc2nc(Nc3ccc(N4CCN(C)CC4)cc3)nc3ccsc23)cc1
→ 60	19	87	73	57	-12*	54	45
> Brc1ccc(C=Nc2ccc(Nc3ncnc4sc5c(c34)CCN(Cc3ccccc3)C5)cc2)cc1
→ 95	97	148	79	65	103	73	91
> Cc1ccc(-c2noc(-c3ccc4c(c3)OCCO4)n2)cc1
→ 102	94	88	89	77	92	79	93
> CCCCCCCCCCCCCCCCCC(=O)Nc1ccc(C)cc1NC(=O)CCCCCCCCCCCCCCCCC
→ 91	95	112	100	83	98	92	103
> COc1cc(C=O)ccc1OC1OC(COC(C)=O)C(OC(C)=O)C(OC(C)=O)C1OC(C)=O (stereo not given)
→ 99	94	107	98	93	105	99	102

Bioassay records from PubChem BioAssay.
